Growth percent in the NCI-60 one-dose screen (48 h, 10 µM unless noted): 100 = growth as untreated, 0 = no growth, -100 = all killed.
SK-MEL-28 – SK-MEL-28 melanoma; AID 1794761; 81,000 tested, 4.1% active
T-47D – T-47D breast cancer; 79,000 tested, 5% active
MDA-MB-435 – MDA-MB-435 melanoma. AID 1794794. 82,000 tested, 7.8% active
SK-MEL-2 – SK-MEL-2 melanoma | 77,000 tested, 4.7% active
LOX IMVI – LOX IMVI melanoma | 79,000 tested, 7.4% active | AID 1794757
BT-549 – BT-549 breast cancer. 78,000 tested, 4.4% active
SK-MEL-5 – SK-MEL-5 melanoma; 80,000 tested, 6.4% active; AID 1794755
HS 578T – HS 578T breast cancer; AID 1794788; 78,000 tested, 4.1% active
An asterisk follows results filed as active; / = not tested or not shown; & = joins results of further samples; ! = not confirmed by another sample; [ ] = another dose, or the depositor's remark. Rule for the calls: active = growth percent below 10; inactive = the rest.

SMILES	SK-MEL-28	T-47D	MDA-MB-435	SK-MEL-2	LOX IMVI	BT-549	SK-MEL-5	HS 578T
COc1ccc(/C=C2\CN(C(=O)C(Cl)Cl)C/C(=C\c3ccc(OC)cc3)C2=O)cc1	-12*	2.9*	-37*	69	-78*	-19*	-41*	18
CCN1C(=O)[C@@H]2[C@H](C1=O)[C@@H]1c3ccccc3C=NN1[C@H]2C(N)=O	115	92	97	124	103	114	113	110
O=C1CC(=O)N(c2cn3c(-c4ccccc4)csc3n2)N1	96	83	100	102	87	98	90	101
C[C@@H]1NC(=O)[C@H](Cc2ccccc2)N(Cc2cccs2)C1=O	107	75	102	/	96	104	93	93
COc1cc(-c2cc(-c3cccc(OCC(=O)O)c3)[nH]c(=O)c2C#N)ccc1O	100	106	103	126	/	96	100	/
Cc1ccc(NC(=S)N/N=C/c2c(-c3ccc(S(C)(=O)=O)cc3)nc3ccccn23)cc1	85	84	79	95	91	70	97	74
Cn1c([N+](=O)[O-])cnc1/C=C1\Oc2cc(O)ccc2C1=O	80	90	73	84	81	87	74	97
N#CCSc1nc2ccccc2c(=O)n1CCc1ccc(S(N)(=O)=O)cc1	111	84	107	97	98	110	102	97
O=c1ccc(=O)n(-c2ccccc2)[nH]1	106	100	115	102	103	106	105	94
COc1ccc(/C=C2\C(=O)N=C3N2NC(C#N)(C/C=C/c2ccccc2)C(=O)N3c2ccccc2)cc1 (centres undefined)	103	91	106	97	96	88	81	28
COC(=O)COc1ccc(Cl)cc1	121	107	116	135	98	109	104	110
COCCn1cc(-c2nc(-c3cccnc3)cs2)c2cc(Br)ccc21	93	59	90	99	55	75	82	75
CC(C)OC(=O)Oc1cccs1	105	93	103	97	105	102	109	124
COc1ccc(Oc2nc(Nc3ccc(N4CCCCC4)nc3)ncc2NC(=O)c2cc(OC)cc(OC)c2)cc1	54	/	-31*	41	/	56	29	45
Nc1nc(Cc2ccccc2)cc(-c2cc(Cc3ccccc3)nc(N)n2)n1	121	/	103	115	101	112	101	94
CC(=O)Nc1ccc(C(N)=S)cc1	115	97	108	96	98	104	97	94
CC(=O)Nc1nc(C)c(C(=O)N/N=C/c2ccco2)s1	111	93	119	34	95	/	103	77
CN1C(=O)CCC1C(=O)NNc1ccccc1 (centres undefined)	102	81	95	100	80	106	101	102
COc1ccc(NC(=O)COc2ccc(/C=C3/Oc4cc(OC)ccc4C3=O)cc2OC)cc1	113	90	108	101	101	89	87	82
COc1ccc(N2CCN(C3=C(Cl)C(=O)C(C)=C(C)C3=O)CC2)cc1	118	30	105	106	91	117	98	103
O=COC1CCCCCC1	95	99	101	94	95	103	102	110
Cc1nc(N)c(N)c(=O)[nH]1	114	111	109	100	112	107	115	107
CC(=O)Nc1cc(NC(C)=O)c2ccccc2c1O	112	90	101	104	/	95	96	/
N#Cc1nnn2c1nc(N)c1c(Cl)cccc12	103	92	94	93	99	100	97	60
COc1ccc(S(=O)(=O)N2CCCC(C(=O)Nc3nc4ccc(NC(=O)c5ccc(F)c(OC)c5F)cc4s3)C2)cc1 (centres undefined)	94	43	85	75	92	60	66	73

Reprinted from the listing for reference:
SMILES	SK-MEL-28	T-47D	MDA-MB-435	SK-MEL-2	LOX IMVI	BT-549	SK-MEL-5	HS 578T
COc1ccc(/C=C2\CN(C(=O)C(Cl)Cl)C/C(=C\c3ccc(OC)cc3)C2=O)cc1	-12*	2.9*	-37*	69	-78*	-19*	-41*	18
CCN1C(=O)[C@@H]2[C@H](C1=O)[C@@H]1c3ccccc3C=NN1[C@H]2C(N)=O	115	92	97	124	103	114	113	110
O=C1CC(=O)N(c2cn3c(-c4ccccc4)csc3n2)N1	96	83	100	102	87	98	90	101
C[C@@H]1NC(=O)[C@H](Cc2ccccc2)N(Cc2cccs2)C1=O	107	75	102	/	96	104	93	93
COc1cc(-c2cc(-c3cccc(OCC(=O)O)c3)[nH]c(=O)c2C#N)ccc1O	100	106	103	126	/	96	100	/
Cc1ccc(NC(=S)N/N=C/c2c(-c3ccc(S(C)(=O)=O)cc3)nc3ccccn23)cc1	85	84	79	95	91	70	97	74
Cn1c([N+](=O)[O-])cnc1/C=C1\Oc2cc(O)ccc2C1=O	80	90	73	84	81	87	74	97

(further entries)
SMILES	SK-MEL-28	T-47D	MDA-MB-435	SK-MEL-2	LOX IMVI	BT-549	SK-MEL-5	HS 578T
CC1(C)CC[C@]23CC[C@]4(C)[C@H](CC[C@@H]5[C@H]6C[C@]7(Nc8ccccc8C7=O)C(C)(C)[C@@H]6CC[C@]54C)[C@H]2C1OC3=O	96	77	78	92	79	93	99	96
Cc1ccccc1N/C=C/C(=O)c1ccc2c(c1)Nc1ccccc1S2	100	43	93	91	/	77	67	85
CCCCC[n+]1ccc(SCC(=O)N(C)Cc2ccccc2)c2ccccc21	105	108	95	98	103	110	/	92
CN1CCN(CCCCN2C(=O)COc3ccccc3C2=O)CC1	115	102	111	105	100	108	/	98
C#CCNC(=S)N/N=C(\C)c1ccccn1	55	24	33	74	15	-2.5*	-30*	70
CC(C)Sc1nc(Nc2ccc([N+](=O)[O-])cc2)c(C#N)c(-c2ccccc2)n1	93	101	94	127	96	95	94	86
CCCCCCCCCC(=O)Oc1ccc(/C(=C(/C)Cc2cccc(OC)c2)c2ccc(OCCN3CCCC3)cc2)cc1	99	72	87	107	87	98	91	87
Nc1ccc(N=Nc2ccccc2)c(N)c1	115&99	95&90	101&105	100&93	106&98	99&95	101&102	127&102
CCOC(=O)C/C(O)=C(/C=N/C(=S)NNC(C)=O)C(=O)OCC	116	88	100	105	99	107	101	105
C=C1C(=O)O[C@H]2[C@H]1CC/C(CNC(=O)/C=C/c1cccc(OC)c1)=C\CC[C@@]1(C)O[C@@H]21	-49*	-4.3*	17	56	0.4*	-12*	68	73
CN(C)CCCCCCN	114	103	114	100	109	/	/	105
O=C(N=Nc1c(O)[nH]c2ccc(Br)cc12)c1cc2ccccc2[nH]1	107	81	101	93	99	99	99	101
O=C1CCC23OC(C(O)c4ccccc4N12)C(O)C3O (centres undefined)	113	105	105	119	100	104	106	111
CC(C)=CCC(/C=N/N=C(N)N)C(C)C (centres undefined)	91	63	97	95	96	90	94	/
O=C1c2ccccc2C(=O)C1C(=O)C1CC1	120	110	108	119	102	107	/	104
O=C1CCC(=O)N1CO	99	101	108	97	107	109	111	108
Cc1ccc(-c2nc(NS(=O)(=O)c3ccc(C)cc3)nc(Oc3ccccc3)c2C#N)cc1	106	90	106	105	101	/	/	101
Nc1ccccc1-c1ccc([N+](=O)[O-])cc1	88	39	52	24	55	-34*	35	/
Nc1ccc(Cl)c([N+](=O)[O-])c1	100	92	95	97	67	95	98	110
COC(=O)C1CCC(=O)N1C(=O)CC(C)=O (centres undefined)	104	85	99	86	99	97	108	115
CC(=O)CC(C)(C)NC(=S)Nc1ccc(C)cc1	114	107	112	/	104	/	111	102
Oc1ccc(CCn2c(O)c(/C=C3\CN=c4ccccc4=N3)sc2=S)cc1	77	40	71	91	10	44	88	69
CCOc1ccc(Nc2ccc(OCC)cc2)cc1	101	87	98	95	92	90	91	97
COc1ccc2[nH]c(C(=O)N3CCN(C(=O)OCc4ccc5cccc(O)c5n4)CC3)cc2c1	89	39	73	93	52	/	57	75
CCCOC(=O)c1ccco1	112	96	104	83	99	95	104	112

Limited to LOX IMVI and SK-MEL-5, for 2 of the compounds above:
smiles	LOX IMVI	SK-MEL-5
Oc1ccc(CCn2c(O)c(/C=C3\CN=c4ccccc4=N3)sc2=S)cc1	10	88
CCOc1ccc(Nc2ccc(OCC)cc2)cc1	92	91

Additional structures follow:
SMILES	SK-MEL-28	T-47D	MDA-MB-435	SK-MEL-2	LOX IMVI	BT-549	SK-MEL-5	HS 578T
COc1ccc(C2N(NC(=O)Nc3ccc(F)cc3)C(=O)c3ccccc3N2C)cc1 (centres undefined)	102	95	89	100	82	115	97	108
COc1nc(Cl)nc(Cl)n1	83	115	113	115	110	128	112	49
CS(=O)(=O)c1ccc(-n2nc(C(=O)OCc3ccc(Br)cc3)cc2-c2ccccc2)cc1	106	73	99	96	90	103	91	92
NCCOCC(N)C(=O)O (centres undefined)	/	114	117	101	95	109	100	99
NC(=O)C(CCN1CCCCC1)c1ccccc1 (centres undefined)	113	102	106	100	106	107	94	103
CCCCCC[C@H](C/C=C\CCCCCCCC(=O)OC)OC(C)=O	111&110	93&98	110&110	95&116	106&96	100&96	99&102	103&111
CCOC(=O)CCNCc1ccccc1	107	106	108	137	109	94	111	/
COc1cc2c(c(OC)c1OC)C(=O)CC(c1cccc(NC(=O)c3cccc([N+](=O)[O-])c3)c1)O2 (centres undefined)	42	19	-17*	-10*	/	-7.2*	-6.2*	25
Nc1c(C(=O)N/N=C\c2ccc(OC(F)F)c(Oc3ccccc3)c2)cnn1CC(O)c1ccccc1 (centres undefined)	93	/	87	97	67	67	38	47
C/C=C/C=C(\CC)C(=O)OCC	101	90	111	99	95	105	104	108
COc1ccc(Nc2nc3n[nH]c(Nc4ccccc4)c3c(=O)[nH]2)cc1	119	95	104	95	96	101	100	94
CC1=C/C(=C(\c2ccc(N(C)C)cc2)c2ccc([N+](C)(C)C)cc2)C=CC1=[N+](C)C	72	52	78	110	69	96	/	55
O=S(=O)(NCCCNc1cc(-c2cn(-c3ccccc3)nc2-c2cccc(O)c2)ccn1)c1cccc2ccccc12	4.7*	33	33	62	10	37	14	16
OC1c2cc(Cl)ccc2-c2c(Cl)cc(Cl)cc21 (centres undefined)	108	77	108	104	93	85	73	/
Cc1ccc(C(c2c(O)c3cc(C)ccc3[nH]c2=O)c2c(O)c3cc(C)ccc3[nH]c2=O)cc1	102	/	102	100	87	90	88	83
O=S(=O)(NCCNc1nccc(-c2cn(-c3ccccc3)nc2-c2ccc(Cl)c(O)c2)n1)c1cccc(F)c1	122	89	118	100	97	110	99	97
CNC(=O)c1cc(-n2ccc3cc(NC(=O)c4ccc(Cl)c(Cl)c4)ccc32)ccn1	83	80	94	90	93	60	79	68
O=C1CCS(=O)(=O)CC1	108	97	97	99	91	108	103	105
Cn1c(-c2ccccc2)c(C(C[N+](=O)[O-])c2ccco2)c2ccccc21 (centres undefined)	90[9.25 µM]	50[9.25 µM]	70[9.25 µM]	89[9.25 µM]	85[9.25 µM]	105[9.25 µM]	84[9.25 µM]	86[9.25 µM]
Cc1nn2c(-c3nc4ccc(Cl)cc4[nH]3)c(-c3ccccc3)nc2s1	109	78	100	94	90	94	86	105
Cc1ccc[n+](CC(=O)c2ccc3ccccc3c2)c1	127	109	109	139	105	118	106	108
O=C1C=CC(=O)N1c1ccc2c(c1)C(NC(=O)C(F)(F)F)c1ccccc1-2 (centres undefined)	107	95	103	93	91	97	100	112
CCCC(=O)C(CC)C1(C(=O)OC)NC(=S)NC(=O)C1C#N (centres undefined)	122	102	106	116	/	109	103	103
Cn1c(=O)c2[nH]c(CCCCCCCCc3nc4ccccc4[nH]3)nc2n(C)c1=O	89&89	44&47	52&37	107&79	56&58	54&46	3.0*!	86&109
N#C/C(C(=O)Nc1ccccc1)=c1\s/c(=C\Nc2ccc(Br)cc2)c(=O)n1-c1ccccc1	110	77	99	105	86	124	81	115

Remaining list, next part
SMILES	SK-MEL-28	T-47D	MDA-MB-435	SK-MEL-2	LOX IMVI	BT-549	SK-MEL-5	HS 578T
O=NN(CCCl)C(=O)Nc1ccc(S(=O)(=O)c2ccc(NC(=O)N(CCCl)N=O)cc2)cc1	102	102	103	94	75	99	104	113
COc1cccc(-c2nc3sccn3c2-c2ccnc(NCCNC(=O)c3cc(C(F)(F)F)cc(C(F)(F)F)c3)n2)c1	98	77	84	82	92	86	75	/
O=S(=O)(NCCNc1nccc(-c2c(-c3cccc(O)c3)nc3occn23)n1)c1ccc(Br)cc1	26	11	13	29	25	45	4.0*	22
Cc1csc(N2C(=O)C3C4CCC(O4)C3C2=O)n1 (centres undefined)	114	/	110	101	94	103	110	109
C=CCn1c(=S)[nH]c2c(Cl)cc(Cl)cc2c1=O	112	89	113	97	95	109	98	96
CC(=O)C1=C(C)NC(SCC(=O)Nc2ccc(S(N)(=O)=O)cc2)=NC1c1ccc(Cl)cc1 (centres undefined)	106	91	102	105	89	99	100	101
CC(=O)Oc1ccccc1C(=O)Nc1ccc(C(=O)/C=C/c2ccco2)cc1	105	89	97	119	87	91	95	114
Cc1ccc(S(=O)(=O)N=N/C=C2/C=CC=CN2O)cc1	96	107	110	128	92	114	/	114
O=C(O)c1cc(=O)cc(C(=O)O)o1	102	95	104	122	100	93	95	93
O=C(O)c1ccc(N2C(=O)c3cccc4cccc(c34)C2=O)cc1	101	89	105	105	94	98	100	/
O=C(CSc1nnc(-c2ccc(-c3nc4ccccc4[nH]3)cc2)o1)Nc1ccc(C(=O)/C=C/c2ccc(Cl)cc2)cc1	101	91	97	102	68	94	89	101
Nc1cc2c(cc1Cl)C(=O)c1ccccc1C2=O	101	36	90	111	/	38	92	/
O=C(/C=C/c1ccccc1)c1ccc(Nc2nc(NCCO)nc(Nc3ccc(Cl)cc3)n2)cc1	88	63	77	95	31	84	80	93
Nc1nc(Cl)c(Cl)nc1N	103	96	93	112	90	103	95	98
NNC(=O)Cc1cccc2ccc(Cl)cc12	104	92	105	96	110	101	95	102
CCOC(=O)N1CCc2c(sc3nc(-c4ccccc4)nc(OCc4cn(C5OC(COC(C)=O)[C@H](OC(C)=O)[C@H](OC(C)=O)[C@@H]5OC(C)=O)nn4)c23)C1 (some centres undefined)	100	47	86	80	90	89	70	87
CCC(=O)c1c(C(=O)OC)c(C(=O)OC)c2ccc3c4ccccc4ccc3n12	98	89	98	108	92	107	98	57
CCOC(=O)c1cc(C(=O)c2cc(OC)c(OC)c(OC)c2)n2ncc3ccccc3c12	91	77	7.1*	78	66	71	34	86

Screens as filed in PubChem BioAssay.

Random draw from the library. Share with any hit: about 12%.
